High-throughput results (PubChem)
TNAP act hiacc – TNAP (human) activation, high acceptor; AID 1136; 200,000 tested, under 10 active; purified TNAP, CDP-star luminescence, 1 M DEA, 30 min; active compounds read high; 0 = EDTA background, 1 = DMSO-only activity; activation factor at 20 µM;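 active = activation factor at least 2 at 20 µM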
Target sequence (P05186 whole entry, looked up): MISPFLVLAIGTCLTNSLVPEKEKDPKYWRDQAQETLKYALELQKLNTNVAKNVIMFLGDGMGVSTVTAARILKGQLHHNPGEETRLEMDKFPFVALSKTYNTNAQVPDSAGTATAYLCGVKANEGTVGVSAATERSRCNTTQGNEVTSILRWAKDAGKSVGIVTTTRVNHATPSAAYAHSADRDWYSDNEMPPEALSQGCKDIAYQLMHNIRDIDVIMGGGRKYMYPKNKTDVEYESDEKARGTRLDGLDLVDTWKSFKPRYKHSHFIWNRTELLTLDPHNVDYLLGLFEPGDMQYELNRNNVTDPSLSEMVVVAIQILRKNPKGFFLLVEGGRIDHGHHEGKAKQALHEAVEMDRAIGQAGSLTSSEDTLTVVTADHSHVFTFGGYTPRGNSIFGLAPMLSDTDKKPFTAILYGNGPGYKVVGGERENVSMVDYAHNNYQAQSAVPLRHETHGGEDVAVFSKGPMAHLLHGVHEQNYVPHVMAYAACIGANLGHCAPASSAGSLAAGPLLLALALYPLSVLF
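Test system – human TNAP · Doses – 20 µM single point · Incubation – 30 min, room temperature · Signal – luminescent substrate turnover signal · Read-out basis – activation factor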
L major viab – Leishmania major promastigote growth inhibition. actives 9% (n = 200,000). inhibition, % at 10 µM. Leishmania major promastigotes, resazurin fluorescence viability; in the data active = inhibition above about 50%;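 also: promastigotes grown with compound for 44 hours at 28 °C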
bIAP activator – increases bovine intestinal alkaline phosphatase activity. activation factor at 20 µM. purified bovine IAP, CDP-star luminescence, 30 min; active compounds read high; fold of DMSO-control signal, blank-subtracted. actives 0.17% (n = 200,000);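 active = activation factor of 2 or more at 20 µM, a signal rise over negative controls twice the positive control's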
TNAP inh hi DEA – blocks human TNAP under high phosphate acceptor concentration; purified TNAP, CDP-star luminescence, 1 M DEA; actives 0.03% (n = 200,000); inhibition, % at 20 µM; P05186;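 active = over 50% inhibition of tissue-nonspecific alkaline phosphatase at 20 µM in the single-dose screen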;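 also: plate controls were DMSO wells for no effect and EDTA-quenched wells as full inhibition for full effect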
FLuc inhib CS – counter-screen for luciferase assay inhibitors: firefly luciferase inhibition | P08659 | ATPLite firefly luciferase biochemical luminescence, 10 min | inhibition, % at 10 µM | AID 1006 | actives 1.5% (n = 200,000);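 active = inhibition above about 50% when tested at 10 µM, limit read from the data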
Target sequence (P08659 whole entry, looked up): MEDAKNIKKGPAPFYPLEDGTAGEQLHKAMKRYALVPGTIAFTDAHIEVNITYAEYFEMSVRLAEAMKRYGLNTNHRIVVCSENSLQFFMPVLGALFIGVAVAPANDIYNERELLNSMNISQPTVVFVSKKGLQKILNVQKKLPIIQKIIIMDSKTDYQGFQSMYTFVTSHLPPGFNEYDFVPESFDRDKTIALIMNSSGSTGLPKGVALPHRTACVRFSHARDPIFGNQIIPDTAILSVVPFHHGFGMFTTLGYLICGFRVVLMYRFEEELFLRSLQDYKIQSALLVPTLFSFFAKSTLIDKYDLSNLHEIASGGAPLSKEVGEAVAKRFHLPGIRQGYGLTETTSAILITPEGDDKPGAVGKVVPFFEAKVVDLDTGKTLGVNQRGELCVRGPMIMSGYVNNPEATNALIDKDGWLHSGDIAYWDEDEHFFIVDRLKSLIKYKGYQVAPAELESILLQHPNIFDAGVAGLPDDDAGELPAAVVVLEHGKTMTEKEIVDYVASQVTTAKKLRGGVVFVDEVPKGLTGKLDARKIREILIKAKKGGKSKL
RAM network inh – inhibitors of the yeast RAM network; actives 1.8% (n = 190,000); AID 868; inhibition, % at 50 µM; S. cerevisiae dse1pr::URA3 reporter, 5-FOA growth OD615, 2 d; analog-sensitive cbk1-as2 kinase mutant strain;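 active = inhibition above a set limit, 3 SD over mean compound inhibition, cut at about 8.4% in these data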;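 also: 0% = DMSO-only wells with no growth and 100% = 10 µM 1-NA-PP1 full growth; inhibition rescues growth on 5-FOA so higher OD means more RAM inhibition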
FLuc act counter – firefly luciferase counter-screen for stimulation assays. AID 1027. activation factor at 10 µM. 200,000 tested, under 10 active. P08659. ATPlite luciferase biochemical, luminescence, 10 min; 0 = ATP-free wells, 1 = DMSO control;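 active = luciferase activation factor, scaled between plate controls, of at least 2 with compound at 10 µM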
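Material: Luciferase/luciferin reagent mix | Doses: Test compounds dosed from 2 mM stocks in 100% DMSO | Timing: 10 min incubation after luciferase reagent addition, room temperature | Measured by: Luminescence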
APP transl inh – APP translation inhibition | AID 1285 | inhibition, % at 2 µM | actives 0.82% (n = 190,000) | SH-SY5Y APP 5'UTR-luciferase reporter, luminescence;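 active = inhibition above a set limit, derived from the sample mean plus 3 SD, cut at about 45% in these data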; also: values of inactives mirror those of a sister screen read the other way
TNAP inh no acc – inhibitors of human TNAP without phosphate acceptor; P05186; purified TNAP, CDP-star luminescence, 30 min; inhibition, % at 20 µM; actives 0.26% (n = 200,000); AID 1012;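 active = tissue-nonspecific alkaline phosphatase inhibition above about 50% at 20 µM in the single-dose screen, limit read from the data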;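 also: 0% = DMSO negative control and 100% = EDTA positive control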
bIAP inh – intestinal alkaline phosphatase (bovine) inhibition | inhibition, % at 20 µM | purified bovine IAP, CDP-star luminescence, 30 min | AID 1019 | 190,000 tested, under 10 active;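 active = over 50% inhibition of intestinal alkaline phosphatase at 20 µM in the single-dose screen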
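System: purified bovine intestinal alkaline phosphatase (IAP) enzyme; Input: IAP diluted 1/65,000,000 in the well; Measured by: CDP-star luminescence signal; Compound dosing: 20 µM single dose; Incubation: 30 min reaction at room temperature.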
* = called active by the depositor; i = inactive; / = no result given. Outcome played no part in choosing rows. Share with any hit: about 13%.

SMILES	TNAP act hiacc	L major viab	bIAP activator	TNAP inh hi DEA	FLuc inhib CS	RAM network inh	FLuc act counter	APP transl inh	TNAP inh no acc	bIAP inh
CCOC(=O)N1CCC2(O)CCCCC2C1c1ccc(F)cc1 (stereo not given)	1	3.2	1	0.1	-4.6	1.6	1	-5.5	-0.3	4.5
CC(C)[C@H](NC(=O)NCCc1ccc(F)cc1)C(=O)O	1.1	-6.7	0.9	-5.5	-4.2	1.8	1	-0.5	-3.5	7.8
Cc1cc(S(=O)(=O)NC2CCCCC2)ccc1OCC(=O)NCc1cccnc1	1.1	2.9	0.9	-6.9	-5.9	0.7	1.1	3.6	-21.9	11.1
Cc1ccc(NC(=O)CCC(=O)NNC(=O)NC2CCCCC2)c(C)c1	1	-8.6	1.1	2.2	2.5	1.7	1	-8.4	-1.2	-14.1
Cc1ccccc1NC(=O)CSc1[nH]c(=O)cc(C)c1C#N	1	-9.5	0.8	-4.6	-5.7	2.4	1.1	-7.0	-14.5	21.4
CC1CN(C(=O)c2ccc(Oc3ccccc3)cc2)CC(C)O1 (stereo not given)	1	-8.2	1.1	-3.0	-6.6	0.4	1.1	-13.6	-8.7	-6.8
Cc1cc2c(cc1C)N(C(=O)CN1C(=O)c3ccccc3C1=O)C(C)(C)c1ssc(=S)c1-2	1	45.5	0.8	2.0	-6.3	7.2	1.1	-11.5	10.1	24.3
COc1ccccc1NC(=O)N1CCCC1C(=O)NCc1ccccc1 (stereo not given)	1.1	-0.3	1	-6.4	-9.5	1.4	1.1	7.4	-4.9	1.2
NCCCC[C@@H](C(=O)N1CCNCC1)n1cc(CCC(=O)O)nn1	1	0.8	1.1	2.6	-2.9	0.9	1	-6.9	-3.3	-10.7
Cc1ccc(S(=O)(=O)N2CCN(CC(=O)NC3CCCc4ccccc43)CC2)c(C)c1 (stereo not given)	1.1	12.6	56.5*	-10.2	-1.6	-0.5	1	11.6	-13.0	i
O=C1C2C3c4ccccc4C(c4ccccc43)C2C(=O)N1/N=C/c1cccc(O)c1 (stereo not given)	1	97.0*	0.9	-1.7	-6.6	2.9	1.1	2.4	-8.5	11.6
CN1CCN(CC(=O)N2c3ccccc3C(C)(c3ccc(Cl)cc3)CC2(C)C)CC1 (stereo not given)	1.1	41.5	1	-7.6	-9.5	-0.8	1.1	2.8	-8.7	-0.7
Cc1cc(C)c(C)c(S(=O)(=O)N2CCN(C(=O)c3cc(=O)[nH]c4ccccc34)CC2)c1C	1	2.4	1	0.1	-6.5	3.3	1.1	11.8	-2.9	-1.5
COC(=O)c1sc2ncccc2c1OCc1c(Cl)cccc1Cl	1.1	-3.6	0.8	-8.0	-8.4	2.8	1.1	/	-13.4	19.0
O=C(CNc1ccccc1)NN=C1CCCC1	1	-2.6	1	-4.9	-2.2	0.4	1	-12.7	-15.2	-4.9
CCOc1ccc(OCC(=O)Nc2ccccc2C(F)(F)F)cc1	1	-0.9	0.8	-0.1	-1.8	2.7	1	-6.3	-3.0	16.1
NNC(=O)c1cnn(-c2ccccc2)c1-n1cccc1	1	-2.7	1	-2.5	-4.6	0.1	1	25.3	-11.9	-4.7
COc1cccc(/C=C2/NC(=O)NC2=O)c1OCC(=O)Nc1ccccc1	1.1	-4.4	1	-7.1	-4.1	4.2	1	13.1	-20.5	0.5
O=[N+]([O-])c1ccc(-c2cnc(SC(c3ccccc3)c3ccccc3)[nH]2)cc1	0.9	32.5	0.9	8.6	-3.5	9.5*	1	-1.0	8.1	12.3
CC1CCCCC1NC(=O)CO/N=C/c1ccc(OC(F)F)cc1 (stereo not given)	1.1	13.4	1	-6.7	-4.1	1.0	1	11.9	-12.4	4.0
COCc1nnc(NC(=O)CCCOc2ccccc2)s1	1	-4.0	0.9	3.6	0.4	2.0	1	18.1	-3.0	8.8
CCOC(=O)c1cccc(NC(=O)C(NS(=O)(=O)c2ccc3c(c2)CCN3C(C)=O)C(C)C)c1 (stereo not given)	1	-2.1	1	-1.7	-2.8	0.2	1	21.1	-6.3	-4.1
Cc1ccc(CNC(=O)CN2CCCC(C)C2)cc1 (stereo not given)	1	0.2	0.9	-3.4	-1.7	1.0	1	11.8	-18.3	5.1
CC(/C=N/N1CCN(Cc2ccccc2)CC1)=C\c1ccccc1	1	9.1	1.3	-2.1	-4.6	-1.1	1	-7.5	-4.3	-29.1
COc1ccc(NC(=O)CCCN2C(=O)/C(=C\c3ccco3)SC2=S)cc1	0.9	2.9	1	11.5	-5.2	4.6	1.1	27.9	9.4	3.9

A draw from above in order of heavy-atom count, falling:
SMILES	TNAP act hiacc	L major viab	bIAP activator	TNAP inh hi DEA	FLuc inhib CS	RAM network inh	FLuc act counter	APP transl inh	TNAP inh no acc	bIAP inh
CCOC(=O)c1cccc(NC(=O)C(NS(=O)(=O)c2ccc3c(c2)CCN3C(C)=O)C(C)C)c1 (stereo not given)	1	-2.1	1	-1.7	-2.8	0.2	1	21.1	-6.3	-4.1
COc1ccc(NC(=O)CCCN2C(=O)/C(=C\c3ccco3)SC2=S)cc1	0.9	2.9	1	11.5	-5.2	4.6	1.1	27.9	9.4	3.9
Cc1ccc(NC(=O)CCC(=O)NNC(=O)NC2CCCCC2)c(C)c1	1	-8.6	1.1	2.2	2.5	1.7	1	-8.4	-1.2	-14.1
CCOC(=O)N1CCC2(O)CCCCC2C1c1ccc(F)cc1 (stereo not given)	1	3.2	1	0.1	-4.6	1.6	1	-5.5	-0.3	4.5
Cc1ccc(CNC(=O)CN2CCCC(C)C2)cc1 (stereo not given)	1	0.2	0.9	-3.4	-1.7	1.0	1	11.8	-18.3	5.1
O=C(CNc1ccccc1)NN=C1CCCC1	1	-2.6	1	-4.9	-2.2	0.4	1	-12.7	-15.2	-4.9

Continuation.
SMILES	TNAP act hiacc	L major viab	bIAP activator	TNAP inh hi DEA	FLuc inhib CS	RAM network inh	FLuc act counter	APP transl inh	TNAP inh no acc	bIAP inh
O=C1CCCN1CCCNc1ncnc2sccc12	1	1.6	1	-2.4	-2.3	1.7	1	-5.9	-7.7	-1.3
CC(NC(=O)Nc1cccnc1)(C(F)(F)F)C(F)(F)F	1	-3.7	1	1.8	-7.3	0.1	1.1	-12.4	1.9	1.5
CN(CC(=O)O)c1ccc(S(=O)(=O)N2CCOCC2)cc1[N+](=O)[O-]	0.9	-8.1	0.9	5.0	-1.9	0.6	1	2.7	-1.1	11.5
CC(C)c1nnc(NC(=O)c2cnccn2)s1	1	-2.8	1.1	-2.5	1.5	0.0	1	-18.1	-8.0	-9.3
Cc1cc(C(=O)CN2C(=O)C3CC=CCC3C2=O)c(C)n1-c1ccccc1 (stereo not given)	1.1	-1.1	1.1	-7.4	74.0*	0.4	0.3	-183.9	15.4	-6.1
COc1ccc(-c2c(C)n([O-])c(C)c(C)[n+]2=O)cc1OC	1	-5.7	0.9	1.3	-4.7	1.6	1	5.0	-6.3	7.9
Cc1c(Cl)cccc1NC(=O)c1cccc(OC(F)F)c1	1.1	99.3*	0.8	-11.7	-4.9	0.1	1	-24.8	-0.3	16.1
CC(=O)N(C)c1ccc(NC(=S)Nc2ccc(C(C)C)cc2)cc1	1.1	-4.5	0.9	-6.1	-2.0	0.3	1	-16.3	-18.0	13.7
CC(C)C(=O)Nc1nnc(CCN2CCOCC2)s1	1.1	-4.6	0.9	-8.9	-10.2	1.9	1.1	12.0	-4.6	7.0
Cc1cc(NC(=O)c2ccc3c(c2)C(=O)N(C)C3=O)no1	1.1	-0.8	0.9	-5.9	31.6	0.3	0.7	-4.6	-6.9	8.7
CCN(CC)S(=O)(=O)c1ccc(C(=O)NCc2n[nH]c(=S)n2Cc2ccccc2)cc1	1	0.6	0.9	-2.6	-1.3	2.0	1	12.0	-4.8	5.5
CN1CCc2nc(NC(=O)c3cccc(S(=O)(=O)N4CCc5ccccc54)c3)sc2C1	1	14.6	1	2.5	1.1	2.3	1	-10.8	-3.6	-0.7
CCCCCCc1nc2ccccc2c(=O)n1N	1	-6.0	1	-4.4	-0.1	-0.6	1	-0.1	-9.8	4.7
O=C(CSc1nc2cc(Cl)ccc2o1)NCCc1ccccc1	1	-5.0	0.9	-2.4	-8.6	1.7	1.1	0.8	-10.8	12.1
O=C(NCCc1c[nH]c2ccccc12)C(=O)NCC(c1ccco1)N1CCN(c2ccccc2)CC1 (stereo not given)	1	89.4*	0.6	-1.5	-4.4	3.8	1	1.2	-18.7	40.8
CC(=O)Nc1ccccc1C(=O)N1CCN(c2cccc(C)c2C)CC1	1	-4.7	1.2	-2.1	0.0	0.2	1	-25.6	-4.0	-15.4
C[C@@H]1CCC[C@H](C)N1NC(=O)c1ccc(Cl)c(S(N)(=O)=O)c1	1	13.5	0.9	0.6	0.9	-1.1	1	17.1	-7.6	14.1
CC1=NN(C(=O)c2ccc(Br)cc2)C(O)(C(F)(F)OC(F)(F)F)C1 (stereo not given)	1	-1.6	0.8	-0.8	-3.6	0.0	1	-3.7	-13.0	17.3
CCC(C)C(NC(=O)C1CCC(C)CC1)C(=O)NC(CCSC)C(=O)OC (stereo not given)	1	68.3*	1	-3.9	-4.0	0.0	1	-11.6	-14.1	2.1
O=C(CSc1cn(Cc2ccccc2)c2ccccc12)NCc1ccc(F)cc1	1	-6.3	0.9	-2.9	-2.0	6.6	1	-4.0	-7.7	5.1
Cc1nc(C)c(C(=O)NNS(=O)(=O)c2ccc([N+](=O)[O-])cc2)s1	1	-12.3	0.8	-4.9	-5.0	4.8	1.1	0.2	-14.5	22.1
COCCNC(=O)CN(C(=O)Cn1nnc2ccccc21)c1cc(C)cc(C)c1	1	-5.9	1.1	0.5	-3.7	0.4	1	2.3	-3.8	-5.7
CCCNC(=O)CN(CCc1ccccc1)S(C)(=O)=O	1	-4.4	0.9	-2.9	-4.0	0.5	1	-9.1	-10.5	6.5
CCN(C(=O)CSc1nnc(-c2cccs2)o1)C1CCS(=O)(=O)C1 (stereo not given)	1.1	4.5	1	-6.5	-1.9	-0.5	1	1.0	-10.2	-4.5

3 entries already listed, ordered by the number in APP transl inh, rising.
smiles,TNAP act hiacc,bIAP activator,TNAP inh hi DEA,RAM network inh,APP transl inh,TNAP inh no acc,bIAP inh
CC(=O)Nc1ccccc1C(=O)N1CCN(c2cccc(C)c2C)CC1,1,1.2,-2.1,0.2,-25.6,-4.0,-15.4
O=C(NCCc1c[nH]c2ccccc12)C(=O)NCC(c1ccco1)N1CCN(c2ccccc2)CC1 (stereo not given),1,0.6,-1.5,3.8,1.2,-18.7,40.8
CC(C)C(=O)Nc1nnc(CCN2CCOCC2)s1,1.1,0.9,-8.9,1.9,12.0,-4.6,7.0
